Compound activity deposited in PubChem BioAssay by several laboratories.
Glyco luc inh – blocks N-linked glycosylation in D54 reporter cells. D54 ERlucT glycosylation luciferase reporter, 24 h; percent of 100 nM tunicamycin response. reporter increase, % at 12.5 µM. actives 0.23% (n = 360,000). AID 588692;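 active means mean luciferase reporter signal, scaled so untreated is 0 and the glycosylation-blocking control 100, at or above a set limit in every replicate; inconclusive means mean reaches the limit but not every replicate does; inactive means mean below the limit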;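 further: luciferase carries N-glycosylation sites so blocking glycosylation raises the light; 0% = median of neutral control wells and 100% = median of 100 nM tunicamycin wells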
m5-HT2A agonist – activates the mouse 5-HT2A serotonin receptor; P35363; CHO-K1 mHTR2A beta-arrestin complementation, luminescence; percent of 30 µM serotonin response; activation, % at 7.6 µM; actives 0.66% (n = 360,000); AID 624169;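 active means activation above a run cutoff, the mean activation of all tested compounds plus 3 SD, cut at about 14% in these data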;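 further: 0% = plate median of compound wells and 100% = 30 µM serotonin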
aDG glyco up – alpha-DG glycosylation activation. Pro5-aDG cells, alpha-DG glycosylation AlphaScreen (IIH6); 0% Pro5, 100% B10-LARGE cell signal. activation, % at 10 µM. actives 0.22% (n = 360,000). AID 624168;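 active means activation of at least 8% versus controls, or a plate z-score of at least 8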;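 further: Pro5 are CHO cells carrying HIG-tagged alpha-DG that lacks glycosylation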
CaV13 FRET inh – Primary screen for inhibitors of IQ motif and Ca2+-dependent inactivation inhibitor domain binding in CACNA1D, Förster resonance energy transfer in living cells, …; HEK cells, CFP/YFP FRET ICDI-IQ, plate reader, 10 min; percent FRET-ratio fall versus neutral wells; inhibition, % at 12.3 µM; AID 743397; actives 0.098% (n = 340,000);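 active means mean replicate inhibition of at least 30% and at least 1% of replicates passing that level; inconclusive means only one of the two criteria is met; inactive means neither criterion is met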;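 further: 0% = median of the neutral control wells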
H9c2 protect – protects H9c2 cardiomyocytes from peroxide injury | H2O2 injury protection, ATPLite, 2 h | protection from H2O2 cell death, % at 20 µM | actives 0.63% (n = 360,000) | AID 588492;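 active means compounds giving at least 50% protection of heart cells from peroxide-induced death in the single-dose screen, raw or plate-pattern-corrected value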;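 further: 0% = DMSO wells with peroxide and 100% = DMSO wells without peroxide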
MC4R ag barr – human MC4R agonism via beta-arrestin; P32245; U2OS MC4R beta-arrestin complementation, luminescence; percent of melanotan II response, DMSO zero; activation, % at 8.9 µM; actives 0.98% (n = 360,000); AID 540308;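 active means activation above a per-plate cutoff, the mean activation of sample wells on that plate plus 3 SD, cut at about 8% in these data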
Target sequence (P32245 whole entry, looked up): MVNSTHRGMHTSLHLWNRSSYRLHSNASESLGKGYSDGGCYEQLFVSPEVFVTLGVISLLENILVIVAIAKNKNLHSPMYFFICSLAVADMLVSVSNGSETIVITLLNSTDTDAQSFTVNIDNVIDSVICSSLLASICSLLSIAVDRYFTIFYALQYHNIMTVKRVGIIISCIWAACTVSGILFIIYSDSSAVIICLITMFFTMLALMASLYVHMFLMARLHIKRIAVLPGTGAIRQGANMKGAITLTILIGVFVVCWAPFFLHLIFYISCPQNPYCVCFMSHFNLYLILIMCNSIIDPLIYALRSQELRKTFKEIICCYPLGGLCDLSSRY
ABCB6 inh MLPCN – inhibitors of human ABC transporter ABCB6; K562-ABCB6 porphyrin accumulation, flow cytometry, 1 h; hits give low values; actives 0.19% (n = 360,000); Q9NP58; fluorescence ratio to DMSO, % at 10 µM;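 active means fluorescence ratio to DMSO below 75%, the collection mean minus 3 SD; inconclusive means too few cells collected in the well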;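 further: signal is porphyrin accumulated inside mitochondria; 100% equals median channel fluorescence of DMSO control wells; lower ratio means ABCB6 inhibition with less porphyrin fluorescence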
MC4R antagonist – blocks human MC4R cAMP signaling. inhibition, % at 6.5 µM. MC4R-expressing cells, MTII-stimulated cAMP, LANCE TR-FRET. actives 0.48% (n = 360,000). AID 540295;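 active means inhibition above its plate's cutoff, the mean of tested wells on that plate plus 3 SD, cut at about 29% in these data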;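 further: 0% = Melanotan II alone and 100% = Melanotan II plus saturating MCL0020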
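Material: U2OS-MC4R stable cell line | Reagent: Melanotan II challenge after compound preincubation | Doses: One concentration, 6.5 µM nominal | Incubation: 30-min compound preincubation, 1-h Melanotan II challenge, 1-h detection, room temperature | Signal: TR-FRET cAMP assay | Replicates: One well per compound, no replicates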
PDI turbidity – PDI (human) enzyme inhibition; PDI insulin aggregation turbidity, A650, 90 min; actives 0.052% (n = 350,000); P07237; inhibition, % at 10 µM; AID 588391;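 active means mean inhibition across replicates of 30% or more, whatever share of single replicates reach that level; inconclusive means mean inhibition below 30% while every single replicate reaches 30%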;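 further: absorbance from insulin aggregation driven by PDI reduction with DTT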
Target sequence (P07237 whole entry, looked up): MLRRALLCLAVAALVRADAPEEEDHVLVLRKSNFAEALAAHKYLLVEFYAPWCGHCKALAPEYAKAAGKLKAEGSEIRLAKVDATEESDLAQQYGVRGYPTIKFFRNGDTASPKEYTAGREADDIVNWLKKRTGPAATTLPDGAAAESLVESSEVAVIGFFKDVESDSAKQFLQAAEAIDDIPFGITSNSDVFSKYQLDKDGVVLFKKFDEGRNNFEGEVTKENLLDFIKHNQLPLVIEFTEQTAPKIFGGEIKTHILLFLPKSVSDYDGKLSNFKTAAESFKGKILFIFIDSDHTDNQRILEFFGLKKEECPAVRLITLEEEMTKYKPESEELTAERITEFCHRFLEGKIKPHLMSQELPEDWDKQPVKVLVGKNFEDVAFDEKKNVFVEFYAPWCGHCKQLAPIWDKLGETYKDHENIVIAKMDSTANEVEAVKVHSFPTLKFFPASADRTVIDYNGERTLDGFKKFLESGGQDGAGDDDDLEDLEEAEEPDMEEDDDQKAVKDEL
Vif inh – blocks HIV Vif function; HEK293T cells, Vif self-association by quenched fluorescence, imaging, 24 h; inhibition, % at 7.49 µM; actives 0.35% (n = 340,000); AID 602346; in the data active means inhibition above about 50%, passing the limit was not always enough; inconclusive means no clear call, values can overlap the other calls; inactive means below about 31%; further: some results filed as inactive read as strong as hits
The depositor's hits bear a star; ? = inconclusive; nt = no result given; & = joins results of further samples.

SMILES	Glyco luc inh	m5-HT2A agonist	aDG glyco up	CaV13 FRET inh	H9c2 protect	MC4R ag barr	ABCB6 inh MLPCN	MC4R antagonist	PDI turbidity	Vif inh
O=c1[nH]cnc2cc(-c3ccc(Br)cc3)sc12	0	-3	-0.1	-5	-16	-0.5	95	10	-5	-7
COc1ccc(N2CC(C(=O)Nc3nc4ccc(S(C)(=O)=O)cc4s3)CC2=O)cc1 (stereo not drawn)	3	-2	0.0	-3	4	0.8	98	11	-63	18
COc1ccc(C(C(=O)NCCC(C)C)N(CCO)C(=O)c2snc(C(N)=O)c2N)cc1 (stereo not drawn)	0	4	0.0	0	-6	1.4	98	13	-3	5
c1cnc(-c2nnc3n2CCCCC3)cn1	1	-4	0.3	-6	-6	-0.4	105	22	-3	0
O=C(Nc1nc(-c2ccccn2)cs1)c1ccc2c(c1)OCCO2	-12	0	0.7	-6	-15	0.7	98	8	5	nt
COc1cccc(C(=O)Nc2ccc(S(=O)(=O)Nc3onc(C)c3C)cc2)c1	4	9	-0.1	-5	1	-0.1	103	5	-1	-9
Cc1ccccc1/C=N/NC(=O)Cn1cnc([N+](=O)[O-])n1	2	-2	0.3	-6	4	1.2	103	13	-2	-1
Cc1c(NS(=O)(=O)c2ccc(NCC3CCCO3)c([N+](=O)[O-])c2)c(=O)n(-c2ccccc2)n1C (stereo not drawn)	0	2	0.0	-5	4	-2.5	96	26	5	-1
COc1ccc(NC(=O)Cc2c[nH]c3ccccc23)cc1S(=O)(=O)N1CCOCC1	-1	-1	0.1	-5	-2	1.5	95	21	1	-3
COCCC(=O)N1CCC(Oc2ccc(C(=O)NCCCC3CCCC3)cc2)CC1	0	2	0.2	nt	-7	1.6	97	-2	-1	-2
c1ccc2nc(N3CCOCC3)c(N3CCOCC3)nc2c1	2	-3	-0.3	1	7	-1.6	93	1	12	23
CC1CCc2c(C(=O)Nc3ccc(N4CCOCC4)cc3)csc2C1 (stereo not drawn)	0	10	0.7	-6	-6	-1.4	92	24	4	2
CCCOC(=O)CSc1nnc(-c2ccccc2Cl)o1	-1	-2	-0.2	-5	-7	2.4	98	13	-5	-8
Cc1ccc(C(=O)Nc2ccccc2C(=O)NC(C(=O)O)C(C)C)cc1 (stereo not drawn)	1	-1	-0.2	-8	1	1.7	104	7	5	4&5
CCc1noc(C)c1C(=O)N1CCN(c2cccc(C)c2C)CC1	2	5	0.0	-5	3	-1.9	96	6	-5	nt
O=C(O)COc1ccc(Cl)cc1C1CCCCC1	1	0	0.0	-7	3	-1.6	103	3	-1	11
CCOC(=O)c1nnc(-c2ccccc2)nc1N1CCSCC1	-1	6	0.6	-5	-10	-0.2	100	5	-4	18
OC(c1ccccc1)(c1ccccc1)c1nccc2ccccc12	-3	2	0.0	-6	-14	0.2	95	0	-1	?
OCC1(Cc2ccccc2)CCN(Cc2cccc(F)c2F)CC1	-3	4	0.2	-4	2	-2.4	101	6	7	-1
NC(=O)c1nsc(C(=O)N(CCc2ccccc2)C(C(=O)NC2CCCC2)c2ccco2)c1N (stereo not drawn)	0	-5	-0.4	-6	78*	0.5	97	7	0	-9
CCOC(=O)N1CCN(C(=O)CN(c2ccc(C)c(C)c2)S(=O)(=O)c2ccccc2)CC1	-4	-7	0.0	8	-4	-1.1	100	8	-6	-1
COCOCCn1cc(CN2CCS(=O)(=O)N(Cc3ccc(-c4ccc(Cl)c(Cl)c4)cc3)C(C(C)C)C2=O)nn1 (stereo not drawn)	-4	0	0.1	-3	-25	-0.3	91	0	4	-1
CCOC(=O)c1nn(-c2ccc(OCC)cc2)c2nc(-c3cccc(OC)c3)c(C#N)c(=O)n12	1	3	0.1	-3	1	-2.0	95	1	-11	-13
CCC(C(=O)NCc1ccco1)N(C(=O)CNS(=O)(=O)c1ccccc1)c1ccc(OC)cc1 (stereo not drawn)	1	7	0.0	-9	-5	1.9	109	6	3	-1
NC(Cc1ccc(Cl)cc1)c1csc(NC(=O)NCCc2ccccc2)n1 (stereo not drawn)	-2	-2	-0.3	-11	-9	13*	99	1	2	-8
CCN(CC)S(=O)(=O)c1csc(C(=O)NCc2ccccc2)c1	-2	-3	0.1	-5	6	-0.7	96	-1	4	-12
O=c1[nH]c(/C=C2\C=Nc3ccccc32)c(O)n1Cc1ccccc1F	6	-4	1.7	7	-10	0.5	99	14	-2	20
Cc1ccccc1N1CC(C(=O)Nc2nnc(SCCN3CCOCC3)s2)CC1=O (stereo not drawn)	0	-9	0.2	-10	-2	0.1	93	-4	-10	10
O=C(N/N=C/c1cccc(Br)c1)C1CC(=O)N(c2ccccc2)C1 (stereo not drawn)	4	-4	0.0	-3	-4	0.7	93	1	-6	2
COc1cccc(N2CC(=O)N(NC(=O)CSc3nc(C)cc(C)c3C#N)CC2=O)c1	2	4	-0.1	-3	12	-0.1	93	5	1	-2
O=C(O)CSCC(=O)NCc1ccc(Cl)cc1Cl	1	2	-0.1	-6	2	-0.4	96	28	-4	-5
CCOC(=O)N1CCN(C(=O)COc2cccc3c2CCN(CC)C3=O)CC1	3	2	-0.2	-3	-9	-0.8	98	11	-5	-2
NS(=O)(=O)c1ccc(NC(=O)/C=C/c2cccc(Cl)c2)cc1	3	-5	0.3	-7	-12	-2.6	81	-5	-3	-5
CCCN1C(=O)c2ccc(C(=O)Nc3cc(C)on3)cc2C1=O	2	3	0.0	-4	6	-2.0	100	2	-3	1
CC1=CC(C)(C)N2C(=O)C3(C(C#N)=C(N)Oc4cc(C)oc(=O)c43)c3cc(C)cc1c32 (stereo not drawn)	-1	-3	-0.1	-4	2	-1.9	67*	12	5	18
COc1ccccc1CNC(=O)[C@H](C)NC(=O)C1CCN(C(=O)[C@@H](N)C(C)C)CC1	-2	5	0.0	nt	3	-0.9	103	1	nt	0
c1ccc(-c2csc(Nc3cccnc3)n2)nc1	1	0	-0.1	-8	-1	-0.2	96	1	1	nt
CCN(Cc1nc2cc(OC)c(OC)cc2c(=O)[nH]1)C(=O)c1ccc(S(=O)(=O)N(C)C)cc1	3	-4	-0.1	-4	-4	-1.1	97	3	14	nt
COCCCN1C(=O)C(=O)/C(=C(/O)c2ccc3c(c2)CC(C)O3)C1c1cccnc1 (stereo not drawn)	-6	6	0.1	nt	9	-0.7	96	7	6	-1&1
Cc1cc(CSc2ccccc2)ccc1NC(=O)c1ccc(Cl)c([N+](=O)[O-])c1	-4	-5	0.2	-1	5	22*	92	11	0	nt
CC1(C)OC(=O)C(=NNc2ccc(O)cc2)C(=O)O1	0	-1	-0.1	-6	28	-1.7	94	-14	-3	-7
Cc1ccc(C)c(-c2csc(NC(=O)c3cnccn3)n2)c1	4	10	0.4	-5	17	-1.3	95	0	-5	-9
COc1cccc(C(=O)OCC(=O)NC(C)CCc2ccccc2)c1O (stereo not drawn)	1	6	0.0	-4	-1	0.8	92	1	-3	2
CN(C(=O)c1cccc(NC(=O)Cc2ccc(NC(=O)C3CCCN(C(=O)C4CCCC4)C3)cc2)c1)C1CC1 (stereo not drawn)	7	-1	0.0	-9	-5	-1.4	112	6	8	6
Cn1c(=O)c2cc(NC(=O)NCc3ccc(Cl)cc3Cl)ccc2n1Cc1ccc(F)cc1	-1	2	-0.2	-5	-5	-1.6	88	4	-12	-7
O=C(O)C(c1ccccc1)C(O)C1CCCC1 (stereo not drawn)	0	1	-0.2	-5	3	-1.0	100	0	3	15
S=C(NCc1ccccc1)NCc1ccco1	-1	-1	0.1	nt	0	-0.3	100	4	-11	-1
Cc1cccc(-c2oc3ccccc3c2C#CCCO)c1	1	-3	0.1	-5	-8	-1.1	99	5	-2	-2
CCOC(=O)C(CC)Sc1nc2c(c(=O)[nH]c(=O)n2C)n1C/C=C(/C)Cl (stereo not drawn)	3	0	-0.4	-3	7	0.5	98	-20	-4	0
Cc1ccccc1CNC(=O)c1ccccc1C(=O)O	2	-1	-0.2	nt	6	1.9	86	0	-5	5
CSc1ccc(-c2c(C#N)c(N)nc3c2c(C)nn3-c2ccccc2)cc1	-10	4	0.5	-5	-3	5.1	95	4	-2	-6
COc1cc(CNC(=O)c2cc(-c3ccc(OC)cc3C)n[nH]2)cc(OC)c1	-2	1	0.2	-6	6	0.5	96	7	-4	nt
O=C(CN1CCN(c2ccc(F)cc2)CC1)Nc1ccc2c(c1)OCCO2	3	-2	0.0	-3	-2	0.5	103	4	7	1
O=C(O)c1cccc(NC(=O)c2ccc3c(c2)C(=O)N(c2cccc([N+](=O)[O-])c2)C3=O)c1	0	6	0.2	-17	13	-1.0	101	9	-2	-7
O=C(NCCSCc1ccccc1)c1ccccc1	-1	-2	-0.1	-14	-5	-1.8	99	9	8	-1
CN(C)c1nc(OCCNC(=O)COc2ccccc2Cl)nc(N(C)C)n1	0	8	0.2	-4	15	0.8	97	6	-7	-4
COc1ccc(C2C3=C(CCCC3=O)Nc3c(-c4ccccc4)c(C)nn32)cc1 (stereo not drawn)	1	-2	-0.2	nt	6	-0.3	106	7	-2	0
O=C(N/N=C/c1ccccn1)c1cc(-c2ccc(Cl)s2)[nH]n1	1	-6	0.4	-2	59*	-3.5	94	10	1	-13
O=C(Nc1ccc(Cl)cc1)C1CCCN1C(=O)NCc1ccccc1 (stereo not drawn)	3	11	0.1	-4	0	-0.2	98	0	4	10
COc1ccc(CNC(=O)C(=O)N2CCC3(CC2)OCCN3S(=O)(=O)c2ccc(C)cc2)cc1	-1	2	0.0	-4	4	-1.8	91	-4	6	-15

(listing goes on)
SMILES	Glyco luc inh	m5-HT2A agonist	aDG glyco up	CaV13 FRET inh	H9c2 protect	MC4R ag barr	ABCB6 inh MLPCN	MC4R antagonist	PDI turbidity	Vif inh
O=Cc1cc(-c2ccccc2)[nH]c1-c1ccccc1	2	-9	0.2	-4	-1	3.4	103	-2	16	-11
COc1ccc(-n2cnc3c(cnn3CCC#N)c2=N)cc1	0	-2	0.3	-6	14	-1.9	103	6	0	2
COc1ccc(NC(=O)/C=C/c2ccccc2[N+](=O)[O-])c(OC)c1	-1	-4	0.0	-2	0	-0.7	96	23	0	2
CC(=O)Nc1nc(C2CC2)cc(-c2ccccc2)c1C#N	-2	-7	0.9	-4	-8	-1.2	102	35*	1	-2
CC(Cn1cnc2ccccc21)C(=O)O (stereo not drawn)	4	5	-0.1	-8	4	-1.5	102	-6	-2	5
CS(=O)(=O)N(Cc1nc(-c2ccc(F)cc2)no1)c1ccccc1Cl	-1	-4	0.0	-11	-9	1.5	100	7	2	-4
Cc1ccc(/C=C2\SC(=S)N(CCC(=O)NNC(=O)c3ccc(O)cc3)C2=O)cc1	-4	2	-0.2	-3	-23	-2.9	104	5	0	-2
